Screening results deposited in PubChem by National Center for Advancing Translational Sciences (NCATS).
GALK inhibitor – inhibitors of human galactokinase. P51570. Purified GALK, Kinase-Glo residual ATP luminescence. Potency, µM (doses to about 57.5 µM), inactives show at the top dose activity change, negative = inhibition, usual class: inhibitors. hit rate 0.007% among 270,000; note: potency is the fitted concentration of half-maximal effect; % is set by controls: 0 for no effect and ±100 for the full control effect
Target sequence (P51570 whole entry, looked up): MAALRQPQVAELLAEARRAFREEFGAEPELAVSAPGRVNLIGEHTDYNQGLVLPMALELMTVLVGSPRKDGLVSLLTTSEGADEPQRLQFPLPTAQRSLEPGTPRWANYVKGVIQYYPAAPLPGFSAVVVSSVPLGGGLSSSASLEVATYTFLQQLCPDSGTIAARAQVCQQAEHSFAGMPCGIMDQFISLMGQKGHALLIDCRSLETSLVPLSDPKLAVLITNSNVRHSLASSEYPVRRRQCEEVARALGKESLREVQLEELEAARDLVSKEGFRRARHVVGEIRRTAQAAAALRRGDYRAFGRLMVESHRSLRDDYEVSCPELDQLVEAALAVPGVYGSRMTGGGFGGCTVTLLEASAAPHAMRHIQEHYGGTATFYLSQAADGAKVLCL
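ATP-depletion format; final 35 uM ATP, 100 uM D-galactose, 5 nM enzyme; pH 8.0 HEPES/Mg2+ buffer; 60 min RT; luminescence read 10 min after detection reagent.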
Tb PFK block – blocks T. brucei phosphofructokinase | O15648 | T. brucei PFK, ADP-Glo luminescence | Potency, µM (top dose mostly 57.5 µM), for inactives: at the top dose activity, negative = inhibition, usual class: inhibitors | hit rate 0.17% among 330,000;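 note: potency is the fitted concentration of half-maximal effect; 0% = uninhibited 1x PFK enzyme wells and -100% = no-enzyme wells; nearly all actives have a fitted effect of over 60% in size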
Target sequence (O15648 whole entry, looked up): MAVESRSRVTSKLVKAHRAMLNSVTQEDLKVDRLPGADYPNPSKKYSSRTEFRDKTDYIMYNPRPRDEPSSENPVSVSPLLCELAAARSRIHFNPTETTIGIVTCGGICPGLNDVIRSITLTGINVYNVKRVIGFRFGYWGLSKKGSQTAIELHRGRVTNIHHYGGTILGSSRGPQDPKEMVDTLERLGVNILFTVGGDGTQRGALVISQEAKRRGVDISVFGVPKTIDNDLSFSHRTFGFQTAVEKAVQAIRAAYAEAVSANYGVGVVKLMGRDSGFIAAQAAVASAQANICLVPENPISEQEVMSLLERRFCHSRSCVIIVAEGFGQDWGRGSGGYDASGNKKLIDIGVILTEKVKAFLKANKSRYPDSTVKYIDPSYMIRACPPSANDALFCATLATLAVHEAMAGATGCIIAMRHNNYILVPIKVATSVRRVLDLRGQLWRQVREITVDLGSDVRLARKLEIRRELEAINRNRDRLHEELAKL
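ADP-Glo luminescence quantified ADP after 45 min at room temperature, with 1.25 nM T. brucei PFK, 0.1 mM ATP and 0.5 mM fructose-6-phosphate in pH 8.0 TEA buffer. qHTS titrations up to 57 µM; curves classified by quality.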
Chronic BCR inh – inhibitors of chronic active B-cell receptor signaling. ABC-DLBCL IkBa-CBG/CBR reporter, luminescence ratio, 4 h. hit rate 0.05% among 340,000. Potency, µM (highest dose often 46.1 µM), for inactives: top-dose ratio change, negative = lower green/red ratio, actives largely listed as inhibitors; active = well fitted inhibition curve with a large enough effect in the signal ratio, with a control signal flat, not every such curve was filed as active; inconclusive = small, poorly fitted or top-dose-only effect, or effect the other way, or a change in a side signal; the % refers to the signal ratio;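 note: potency is the fitted concentration of half-maximal effect; plate controls were basal doxycycline-induced cells for no effect and cells given 10 µM MG132 for full effect; MG132 reads +100%, hits lower the ratio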
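TMD8 ABC-DLBCL cells carrying doxycycline-inducible green luciferase fused to IkappaBalpha plus unfused red luciferase were exposed to compounds (up to 46 uM) for 4 hrs at 37C. Activity came from the overlap-corrected green/red luminescence ratio.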
hERG WT inh – blocks the wildtype human KCNH2 potassium channel; AID 720551; U2OS, BacMam KCNH2, thallium flux FluxOr; stronger effect = lower value; hit rate 0.37% among 340,000; activity change, % at 1.84 µM;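 active = maximum activity change below -70%; inconclusive = maximum activity change between -70% and -50%; inactive = maximum activity change above -50%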; note: % is set by controls: 0 for no effect and ±100 for the full control effect
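U2OS cells were transduced with wild-type KCNH2 virus (2.03 x 10^8 / mL) for 4 h at room temperature, then cultured overnight at 37 C. Thallium flux was read with FluxOr dye. Rate constants were normalized to DMSO controls.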
FBPA coupling cs – coupling enzyme interference in Giardia aldolase counter-screen; coupling enzyme system counterscreen, AmpLite Red fluorescence; activity change, negative = inhibition, % at 58.2 µM, hits read low; hit rate 0.67% among 290,000; in the data active = activity change below about -30%; note: % is set by controls: 0 for no effect and ±100 for the full control effect
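Compounds tested against the coupling enzymes alone at 57.5 uM final; readout was AmpLite Red fluorescence (525/598 nm) after 20 min at RT.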
TCR activator – activates T cell receptor signaling | primary human leukocytes, anti-CD3, IL-2 HTRF, 48 h | Potency, µM (titrated, usually from 9.22 µM), for the others: top-dose activation of IL-2 secretion, usual class: activators | 330,000 tested, under 10 active | AID 504894; note: % of control where 0% means no effect
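Activity was scored as IL-2 release from primary human leukocytes given only a TCR signal (a-CD3 beads) plus compound for 48 hr. Detection used a two-antibody HTRF format read at 665nm.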
TSHR antagonist – antagonists of human thyroid stimulating hormone receptor; P16473; TSHR-expressing cells, TSH-stimulated cAMP HTRF, 2 h; stronger effect = lower value; activity change, negative = inhibition, % at 11.5 µM; hit rate 0.2% among 330,000; AID 504810;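 active = activity change below a set negative limit, meaning inhibition stronger than a set level, cut at about -70% in these data; inconclusive = activity change between two set negative limits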; note: % is set by controls: 0 for no effect and ±100 for the full control effect
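TSHR-expressing cells were treated with compounds, then stimulated with TSH at EC80 (4nM final) for 2 hours at 37 deg C. Cellular cAMP was measured by HTRF competition between lysate cAMP and cAMP-d2 for a cryptate-labelled anti-cAMP antibody.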
A-T KAP1 phos – potential ataxia-telangiectasia treatment; Potency, µM (top dose mostly 57.5 µM), for inactives: top-dose activation, actives largely listed as activators; […] A-T fibroblasts, KAP-1 phosphorylation AlphaLISA; neocarzinostatin DNA damage 30 min before lysis; hit rate 0.19% among 320,000; note: potency is the fitted concentration of half-maximal effect; % of control where 0% means no effect; nearly all actives have a fitted effect of over 45% in size
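hTERT-immortalized A-T patient fibroblasts ([…]), 500 cells/well in OPTI-MEM, 1% FBS, got compounds for 60 min, then NCS for 30 min at 37C. Lysates were then assayed for phospho-KAP-1 by AlphaLISA (anti-pKAP1 donor, anti-KAP1 acceptor beads), 6 hr at 25C.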
Giardia kill – Giardia lamblia killing. hit rate 0.15% among 340,000. activity change, % at 7.66 µM, hits read low. Giardia lamblia trophozoite viability; in the data active = activity change below about -80%; inconclusive = between about -30% and that limit;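 note: parasites exposed to compound for two days anaerobically before the ATP read; % is set by controls: 0 for no effect and ±100 for the full control effect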
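Giardia trophozoites, 100 cells per well, were exposed to compounds for 48 hrs at 37 deg C under anaerobic conditions; viability was then read as ATP content by bioluminescence after 15-30 min at room temperature.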
MLL CXXC-DNA inh – inhibitors of human MLL CXXC domain-DNA interaction | Q03164 | MLL-CXXC / FITC-HOXA9 DNA fluorescence polarization | Potency, µM (highest dose often 115 µM), for the others: at the highest dose activity change, negative = inhibition, most hits filed as inhibitors | hit rate 0.037% among 290,000; active = well fitted inhibition curve with a large enough effect in the polarisation, with a control signal flat, not every such curve was filed as active; inconclusive = small, poorly fitted or top-dose-only effect, or effect the other way, or a change in a side signal; inactive = no such curve, though single readings can be large or run the other way; the % refers to the polarisation; note: potency is the fitted concentration of half-maximal effect
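Steps: dispense CXXC domain solution (7 uM) → pin compounds or unlabeled HOX-A9 DNA control → 5 min ambient → add FLSN-HOX-A9 solution (50 nM) → spin → 30 min ambient → fluorescence polarization. Tris pH 7.5/NaCl/DTT/BSA buffer.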
An asterisk follows results filed as active; i = inactive; ? = inconclusive; . = no result given; [ ] = another dose, or the depositor's remark. Unless noted, calls come from the whole dose curve; as a rule, active = well fitted curve in the direction sought with a large enough effect; inconclusive = small, poorly fitted or top-dose-only effect, or another doubt; inactive = no such curve, though single readings can be large; an effect the other way counts as inactive or inconclusive.

SMILES	GALK inhibitor	Tb PFK block	Chronic BCR inh	hERG WT inh	FBPA coupling cs	TCR activator	TSHR antagonist	A-T KAP1 phos	Giardia kill	MLL CXXC-DNA inh
CCOC(=O)Cc1c(C)nc2c(-c3ccc(Cl)cc3)c[nH]n2c1=O	-2%	-1%	?	-6	1	-5%	-1	4%	1	-3%
CCOc1ccc(C(=O)c2ccccc2C(=O)O)cc1OCC	-2%	-3%	2%	11	2	5%	1	-3%	13	0%
Clc1nnc(NN=C2CCCC2)c2ccccc12	.	-2%	-4%	i	0	2%[46.1 µM]	-4	-3%	-9	3%
COCCN(C(=O)c1csnn1)C(C(=O)NC1CCCCC1)c1sccc1C (configuration not stated)	0%	-3%	-2%	3	3	13%	-12	.	14	-6%
O=C(O)c1ccc2c(c1)C(=O)N([C@H](Cc1c[nH]c3ccccc13)C(=O)O)C2=O	.	5%	0%	.	6	.	2	-1%	.	.
Cc1occc1-c1nnc(SCC(=O)NC(C)(C)C)n1C(C)c1ccccc1 (configuration not stated)	-2%	1%	13%	-8	-2	-1%	-2	5%	-4	-6%
CCCn1c(=O)c(C(=O)Nc2cc(C)ccn2)c(O)c2ccccc21	3%	-6%	?	-1	-1	.	-1	7%	-9	-16%
CCCc1cc(C(=O)Nc2cccc3ccccc23)n(C)n1	5%	1%	?	0	3	-7%	-1	-1%	2	-5%
COCCCn1c(Cc2ccccc2)nnc1SCC(=O)N1CCCCC1	1%	0%	?	12	1	3%	35	17%	-24	-4%
CCN(CC)S(=O)(=O)c1cc(-c2nn(C)c(=O)c3ccccc23)ccc1C	0%	-8%	0%	7	.	-1%	-32	3%	4	-1%
Cn1ncc([N+](=O)[O-])c1C(=O)Nc1ccccc1Cl	-1%	2%	-5%	-5	-4	1%	16	-20%	8	-2%
Cc1ccc(S(=O)(=O)N2CCC(C(=O)NCCCn3ccnc3)CC2)cc1	-4%	1%	1%	-17	.	-7%	-5	8%	-22	-16%
O=C(CN1C(=O)S/C(=C\c2ccccc2F)C1=O)NC1CCS(=O)(=O)C1 (configuration not stated)	2%	-3%	-20%	7	.	0%	7	-4%	12	-1%
CC12CCC(c3c(C(=O)O)nn(-c4ccccc4)c31)C2(C)C (configuration not stated)	8%	-5%	-1%	10	7	-5%	-2	-1%	11	0%
Nc1nc(N2CCN(c3ccccc3)CC2)n[nH]1	2%	-7%	4%	1	-2	-5%	8	1%	21	0%
OCC[C@@H]1C[C@H](O)[C@@H](O)[C@]2(OCc3ccccc32)O1	.	0%	-10%	-18	1	0%	0	10%	-6	18%
COc1ccc(/C=C(/NC(=O)c2ccc(C)cc2)C(=O)N2CCCC2)cc1OC	-1%	-6%	-8%	-1	0	-5%	-1	-1%	2	4%
C=CC[C@@H](CC(=O)N[C@H](CO)Cc1ccccc1)C(=O)N[C@@H](COC(=O)[C@@H](CC=C)Cc1ccc(F)cc1)Cc1ccccc1	.	0%	-3%	4	.	-2%	-9	0%	-11	.
O=C(COC(=O)C1CC(=O)N(Cc2ccccc2)C1)Nc1cccc([N+](=O)[O-])c1 (configuration not stated)	.	-10%	-2%	-2	.	.	36	4%	8	.
COc1ccc(-c2nc(-c3ccc(Br)cc3)no2)c(OC)c1	-2%	.	.	-9	-3	.	.	.	-5	-7%
CC1=C(C)CC2C(=O)N(Cc3ccccc3)C(=O)C2C1 (configuration not stated)	-3%	0%	?	-14	-1	-15%	-15	3%	-4	-2%
COc1ccc(-n2c(Cc3cccn3C)nnc2SCC(=O)N2CCOCC2)cc1	-1%	-11%	1%	1	2	-3%[46.1 µM]	-1	13%	-1	11%
COc1ccc(C(=O)NCCCc2nc3ccccc3n2Cc2cc(C)ccc2C)cc1OC	.	-3%	?	-7	0	5%	-4	2%	3	-6%
CS(=O)(=O)N(CC(=O)N1CCc2ccccc2C1)Cc1ccc(F)cc1	3%	-2%	1%	5	2	-8%	-1	-2%	8	15%
CSc1ncccc1C(=O)OCn1nnc2ccccc2c1=O	1%	-4%	0%	-17	-1	2%	1	-6%	-1	5%

Two neighbouring entries from above:
SMILES	GALK inhibitor	Tb PFK block	Chronic BCR inh	hERG WT inh	FBPA coupling cs	TCR activator	TSHR antagonist	A-T KAP1 phos	Giardia kill	MLL CXXC-DNA inh
O=C(O)c1ccc2c(c1)C(=O)N([C@H](Cc1c[nH]c3ccccc13)C(=O)O)C2=O	.	5%	0%	.	6	.	2	-1%	.	.
Cc1occc1-c1nnc(SCC(=O)NC(C)(C)C)n1C(C)c1ccccc1 (configuration not stated)	-2%	1%	13%	-8	-2	-1%	-2	5%	-4	-6%

Additional results
SMILES	GALK inhibitor	Tb PFK block	Chronic BCR inh	hERG WT inh	FBPA coupling cs	TCR activator	TSHR antagonist	A-T KAP1 phos	Giardia kill	MLL CXXC-DNA inh
O=C(Nc1ccc2c(c1)OCO2)c1ccc(Cl)c(S(=O)(=O)N2CCOCC2)c1	-3%	0%	2%	-15	.	-5%	8	3%	3	8%
O=C(N/C(=C/C=C/c1ccccc1)C(=O)N1CCOCC1)c1ccccc1Cl	0%	20%	-10%	-6	1	1%	-7	2%	16	5%
CC1CCc2nc(NC(=O)c3ccco3)sc2C1 (configuration not stated)	2%	0%	?	-7	0	-1%	-6	-7%	?	-3%
COC(=O)c1cn(NC(=O)CC2CCCCC2)c(=O)c2ccccc12	2%	2%	?	1	0	-8%	-13	12%	-13	6%
NC(=O)CCn1c(C(=O)c2cccc([N+](=O)[O-])c2)c2ccccc2[n+]1[O-]	.	0%	6%	7	-2	-6%	-7	6%	?	-4%
COCc1n[nH]c(=S)n1-c1ccccc1	-1%	?	8%	1	-1	0%	0	.	10	-18%
O=C(CSc1nnc(-c2ccncc2)o1)Oc1ccccc1	-6%	-6%	9%	2	0	3%	0	0%	-7	-4%
CCCN(/C=N/c1sc2c(c1C#N)CCCCC2)CCC	2%	-2%	14%	-3	.	3%	-24	2%	-7	-2%
CN1CCN(C(=O)c2ccc(CSc3ccc(Cl)cc3)cc2)CC1	-1%	0%	15%	39	3	-1%[46.1 µM]	14	0%	-4	-4%
O=C(NC(=S)N1CCN(c2ccccc2)CC1)c1ccc(S(=O)(=O)N2CCOCC2)cc1	1%	-5%	0%	2	0	0%	-7	-7%	-2	-6%
O=C(c1ccc(S(=O)(=O)N2CCOCC2)cc1)N1CCN(c2cccc(Cl)c2)CC1	1%	5%	1%	10	-5	.	-3	5%	10	4%
COc1ccc(CN2CC(C(=O)NCCc3ccc(C)cc3)CC2=O)cc1 (configuration not stated)	2%	23%	0%	-19	2	1%	0	5%	8	-17%
S=c1[nH]nc(Cc2ccccc2)n1-c1ccccc1	0%	-14%	?	-7	4	-4%	2	-3%	10	-5%
COCCn1c(C)cc2c(c1=O)C(c1ccccc1F)C(C#N)=C(N)O2 (configuration not stated)	-3%	-6%	-7%	1	0	3%	-6	-5%	-6	-8%
Cc1cccc(OCC(=O)NNC(=O)c2ccc3nc[nH]c3c2)c1	.	3%	1%	2	.	0%	2	1%	-3	.
O=C(COc1ncnc2cc([N+](=O)[O-])ccc12)NC1CCCCC1	.	-2%	11%	6	1	10%	4	2%	-1	-5%
COc1cccc(NC(=O)COc2cc(O)c3c(c2)OC(C)(C)CC3=O)c1	.	3%	-20%	-3	0	-3%	16	0%	11	1%
Cc1cc2nc(C)n(CCCNC(=O)Nc3cccc4ccccc34)c2cc1C	2%	3%	?	19	3	-2%	-9	.	13	5%
CCOc1ccc(C(=O)Nc2ccccc2N2CCCC2)cc1	.	-3%	3%	1	3	-7%	-1	5%	-8	-13%
C#CCn1c(=NC(=O)c2sc3ccccc3c2Cl)sc2cc(S(N)(=O)=O)ccc21	0%	-1%	?	-10	1	-20%[46.1 µM]	-1	-4%	19	13%
COc1ccccc1NC(=S)N(Cc1ccc(Cl)cc1)CC1CCC(C(=O)O)CC1 (configuration not stated)	1%	1%	19%	.	-2	-4%	-3	2%	-18	20%
CC(=O)N1CCc2cc(S(=O)(=O)NCCC(=O)NC3CCCc4ccccc43)ccc21 (configuration not stated)	1%	-16%	?	-7	-7	13%	7	.	0	-1%
CCN1CCCC1CNC(=O)Cn1cc2c(n1)CCC(C)C2 (configuration not stated)	-2%	6%	?	5	-1	-3%	0	-4%	-2	2%
Cc1ccc(N2C(=O)/C(=C/c3ccco3)SC2=S)cc1	2%	1%	-3%	-4	1	0%[46.1 µM]	-5	-4%	10	3%
Cc1occc1C(=O)NNC(=O)C1CCCC1	10%	-4%	7%	-9	-2	.	5	1%	3	8%
O=S(=O)(NCCc1ccccc1)c1cnc(Cl)c(Br)c1	-3%	-1%	3%	-14	0	0%	-22	2%	13	6%
CCC(=O)NC(c1cc(Cl)c2ccccc2c1O)C(C)C (configuration not stated)	.	-2%	-5%	.	.	3%	-8	3%	2	.
Cc1ccc(Nc2nc3ccccc3s2)cc1	5%	-1%	?	-7	1	2%[46.1 µM]	-6	3%	3	1%
